NPY-Y1 antag: NPY-Y1 receptor antagonists, primary screen, cell-based; HEK293-CNG Y1 cells, membrane potential fluorescence; NPY at EC95, then isoproterenol; inhibition, % at 3.6 µM; Neuropeptide Y receptor type 1 (Homo sapiens), P25929; actives 1% (n = 200,000);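 active means inhibition above the campaign mean inhibition of all tested compounds plus 3 SD, cut at about 20% in these data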;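 further: 0% = DMSO wells given NPY plus isoproterenol and 100% = isoproterenol alone without NPY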
Target sequence (P25929 whole entry, looked up): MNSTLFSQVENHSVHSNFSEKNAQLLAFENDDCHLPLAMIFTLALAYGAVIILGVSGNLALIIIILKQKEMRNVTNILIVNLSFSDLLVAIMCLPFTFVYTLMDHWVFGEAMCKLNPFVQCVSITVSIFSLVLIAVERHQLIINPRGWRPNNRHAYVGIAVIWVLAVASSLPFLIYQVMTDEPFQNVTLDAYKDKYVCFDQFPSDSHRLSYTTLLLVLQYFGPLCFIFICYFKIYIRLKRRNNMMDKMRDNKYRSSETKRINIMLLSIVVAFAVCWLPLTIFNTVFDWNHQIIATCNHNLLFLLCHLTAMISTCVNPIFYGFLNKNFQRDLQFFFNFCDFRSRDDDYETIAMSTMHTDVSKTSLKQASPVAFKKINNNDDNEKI
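Test system: HEK293 cells co-expressing NPY Y1 receptor and cyclic-nucleotide gated channel; Also added: NPY (25 nM), isoproterenol (1 µM), Ro 20-1724 (25 µM); Compound dosing: one concentration, 3.6 µM, in 0.4% DMSO; Timing: dye 3 h, compound 60 min room temperature, stimulation 45 min; Technique: Membrane-potential fluorescent dye readout.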
NPY1 pot ag: NPY-Y1 receptor potentiators or agonists, primary screen, cell-based; NPY-Y1 expressing cells, potentiator/agonist activation; activation, % at 3.6 µM; actives 0.37% (n = 220,000); Neuropeptide Y receptor type 1 (Homo sapiens), P25929; in the data active means activation above about 33%, passing the limit was not always enough;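 further: cells stimulated with NPY at EC10 then isoproterenol at EC100; 0% = low agonist plus stimulus and 100% = saturating agonist plus stimulus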
NPY-Y2 PAM-ag: NPY-Y2 potentiators or agonists, primary screen, cell-based | Neuropeptide Y receptor type 2 (Homo sapiens), P49146 | cells expressing NPY-Y2, potentiator/agonist read-out | activation, % at 3.6 µM | actives 0.45% (n = 220,000) | AID 1359, 2008; in the data active means activation above about 27%;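 further: cells stimulated with NPY near EC25 plus isoproterenol at EC100; 0% = vehicle plus submaximal agonist and 100% = vehicle plus saturating agonist; some results beyond the cut were filed as inactive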
S1P4 ag: S1P4 receptor agonists, primary screen, cell-based; activation, % at 4.98 µM; AID 1509, 2009; actives 0.35% (n = 220,000); S1P4-expressing cell line, agonist reporter assay; Sphingosine 1-phosphate receptor 4 (Homo sapiens), O95977; in the data active means activation above about 11%;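 further: 0% = DMSO vehicle and 100% = reference agonist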
BaF3 parental: parental Ba/F3 cell viability inhibition, counter-screen for JAK2V617F inhibitor project, murine pro-B, CellTiter-Glo luminescence; CellTiter-Glo ATP luminescence; inhibition, % at 5.6 µM; actives 1.1% (n = 220,000); AID 1486, 2009;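 active means inhibition above a per-campaign cutoff, the mean inhibition of all tested compounds plus 3 SD, cut at about 27% in these data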;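 further: 0% = DMSO wells and 100% = JAK Inhibitor I control wells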
Ba/F3 V617F tox: reduced viability of JAK2V617F-dependent Ba/F3 cells, primary screen, JAK2V617F inhibitor project, cell-based, Ba/F3 EpoR-JAK2V617F, luminescence; actives 1.1% (n = 220,000); inhibition, % at 5.6 µM; AID 1446, 2008; ATP luminescence;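 active means inhibition above the campaign mean plus 3 SD over all tested compounds, cut at about 24% in these data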;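 further: cytokine-independent growth of Ba/F3 cells driven by EpoR plus mutant JAK2; 0% = DMSO-treated cells and 100% = JAK inhibitor I control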
NCF1 inh: p47phox/p22phox peptide binding inhibitors, primary screen, biochemical, uHTS, NADPH oxidase regulatory subunit; Neutrophil cytosol factor 1 (Homo sapiens), P14598; fluorescence polarization, 2 h; inhibition, % at 24.7 µM; actives 0.53% (n = 220,000);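 active means inhibition above about 30%, limit read from the data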;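 further: 0% = p47phox with labelled peptide and 100% = labelled peptide alone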
Target sequence (P14598 whole entry, looked up): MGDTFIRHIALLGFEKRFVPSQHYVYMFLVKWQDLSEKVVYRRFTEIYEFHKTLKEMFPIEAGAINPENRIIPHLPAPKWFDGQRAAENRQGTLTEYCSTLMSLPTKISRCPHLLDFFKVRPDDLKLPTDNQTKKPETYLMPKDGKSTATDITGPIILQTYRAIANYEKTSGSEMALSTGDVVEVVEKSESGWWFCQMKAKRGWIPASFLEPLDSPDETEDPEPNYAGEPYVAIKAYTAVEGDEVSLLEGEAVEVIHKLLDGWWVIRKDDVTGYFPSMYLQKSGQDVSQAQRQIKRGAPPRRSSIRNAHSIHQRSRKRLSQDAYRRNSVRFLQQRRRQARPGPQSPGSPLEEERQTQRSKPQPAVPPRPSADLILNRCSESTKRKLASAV
CHOP inhibitor: inhibitors of CHOP promoter induction, primary screen, cell-based, unfolded protein response, luciferase reporter. inhibition, % at 10 µM. CHO-K1 CHOP-promoter luciferase, tunicamycin-induced, 15-18 h. actives 3.8% (n = 220,000);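 active means compounds that reduced the stress-induced luciferase reporter signal by more than about 70% of percent inhibition, limit read from the data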;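 further: 0% = tunicamycin plus vehicle and 100% = wells without tunicamycin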
S1P4 antag: S1P4 receptor antagonists, primary screen, cell-based; Sphingosine 1-phosphate receptor 4 (Homo sapiens), O95977; S1P4-expressing cells, antagonist mode, reporter read-out; inhibition, % at 4.98 µM; actives 0.26% (n = 220,000); AID 1510, 2009; in the data active means inhibition above about 29%;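 further: 0% = wells stimulated with agonist and 100% = vehicle wells without agonist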
An asterisk follows results filed as active; . = not tested or not shown. Not a hit list; 7.1% or so of the library scored in one or more.

SMILES	NPY-Y1 antag	NPY1 pot ag	NPY-Y2 PAM-ag	S1P4 ag	BaF3 parental	Ba/F3 V617F tox	NCF1 inh	CHOP inhibitor	S1P4 antag
Cc1ccc(NC(=O)C2CCCN2C(=O)NC2CCCCC2)c(C)c1 (stereo not given)	5	-32	-7	-2.3	-1	-3	5	-10	-9
CC(=O)NS(=O)(=O)c1ccc(NC(=O)CC(C)c2ccccc2)cc1 (stereo not given)	1	-14	-2	1.0	8	0	2	12	13
Cc1nc2nc(-c3cccnc3)[nH]n2c(=O)c1Cc1ccccc1	3	-4	-2	-1.0	0	-1	4	15	-19
O=c1ccnc(S/C=C/c2ccccc2)[nH]1	19	-8	9	0.5	9	3	7	-10	-1
CS(=O)(=O)N1CCN(Cc2ccc(C(F)(F)F)cc2)CC1	5	17	3	-3.1	4	-1	8	36	-35
O=C(N1CCCCCC1)N1CCN(C(=O)N2CCCCC2)CC1	-5	-5	-1	1.8	5	0	1	5	-26
O=C(c1coc2ccc(O)cc12)C1CC1	9	5	7	4.0	5	-1	-6	5	-8
CC1CN(C(=S)SCCN2Cc3ccccc3C2=O)CC(C)O1 (stereo not given)	6	-7	6	0.1	7	3	-19	0	-14
CCOc1ccc(C)cc1S(=O)(=O)Nc1cccnc1	2	4	6	-1.6	-2	0	.	.	-8
CC1(C)CC(N(Cc2ccco2)C(=O)Cc2ccccc2)CCO1 (stereo not given)	-3	-6	-21	1.1	1	5	0	-13	-13
CC(C)OC(=O)COc1ccc(-c2ccccc2)cc1	12	-22	7	-2.6	3	0	12	10	-6
CC1(C)Cc2cccc(OCC(=O)N3CCN(S(=O)(=O)c4ccccc4F)CC3)c2O1	-4	-7	-5	-0.6	6	7	-7	45	13
CCC(CC)=NNc1cccc([N+](=O)[O-])c1	4	0	3	-0.8	9	5	-5	5	1
CCOC(=O)c1[nH]cnc1C(=O)Nc1cccc(Cl)c1	-1	7	10	-1.0	-1	-2	-1	2	2
N/C(=N/O)c1ccccc1N1CCC(Cc2ccccc2)CC1	10	2	6	-0.7	69*	72*	4	43	-3
O=[N+]([O-])c1c(NCCCO)cc(Sc2ccc(Cl)cc2)c2nonc12	-7	20	1	-1.0	4	-3	-9	111*	-6
S=C(NCCc1ccccc1)Nc1ccc(Cl)cc1Cl	7	1	-2	-0.9	1	1	-1	31	0
COc1ccc2nc(C)c(C(=O)NN)cc2c1	1	-11	-13	0.4	3	-3	1	8	-4
O=C(COc1ccc(Cl)cc1Cl)NN1C(=O)C2C3C=CC(C3)C2C1=O (stereo not given)	.	-6	3	1.1	6	-3	-15	7	0
CN(Cc1cccnc1)Cc1cn[nH]c1-c1ccc(-c2ccccc2)cc1	.	13	-4	-1.5	-3	-3	-13	11	-3
O=C(N/N=C/c1cccn1-c1ccc([N+](=O)[O-])cc1)C(O)c1ccccc1 (stereo not given)	0	15	-15	1.1	3	0	-5	42	11
COc1ccccc1-n1cc(CN2CCN(CC=C(C)C)C(CCO)C2)cn1 (stereo not given)	.	13	10	1.5	2	-3	-3	-3	-12
Cc1nc2c(-c3ccc(F)cc3)c(C)nn2c(C)c1CCC(=O)N1CCC(Cc2ccccc2)CC1	13	-14	-7	0.3	1	-3	-20	19	-21
COc1cccc(N2C(=O)C3CC=C(Cl)CC3C2=O)c1 (stereo not given)	1	5	6	2.8	4	-3	0	-24	-5
CCc1ccc(N(C(=O)Cn2nnc(-c3ccccc3)n2)C(C(=O)NC2CCCCC2)c2ccccn2)cc1 (stereo not given)	3	4	4	-0.9	6	2	-8	57	0

Carrying on:
SMILES	NPY-Y1 antag	NPY1 pot ag	NPY-Y2 PAM-ag	S1P4 ag	BaF3 parental	Ba/F3 V617F tox	NCF1 inh	CHOP inhibitor	S1P4 antag
CC1=NN(c2nc(-c3ccc(F)cc3)cs2)C(=O)C1	-4	20	1	-0.8	2	0	-38	0	6
CN(C)c1ccc(C(=S)N2CCN(c3ccccc3)CC2)cc1	4	1	8	0.5	6	-2	-14	4	0
Cc1cc(NC(=O)Nc2ccc(Cl)cc2)n(-c2ccccc2)n1	.	-20	-17	0.5	0	0	3	11	-11
CCn1c(-c2ccc(N(C)C)cc2)nc2ccccc21	1	-2	-29	0.4	68*	78*	.	.	-40
CC(C)Oc1ccc(/C(O)=C2/C(=O)C(=O)N(CCN3CCOCC3)C2c2ccccc2)cc1 (stereo not given)	-4	3	4	0.9	-1	-3	2	7	-26
C[C@H](NC(=O)NCCc1ccccc1)C(=O)O	8	-8	-3	-0.8	-2	-6	3	19	-10
CC1=CC(C)(C)N(C(=O)CSc2nccn2C)c2cc(C)ccc21	3	9	5	0.0	-3	-5	-4	14	-21
S=c1nn[nH]n1C12CC3CC(CC(C3)C1)C2	4	5	4	1.1	3	2	-2	31	-10
S=c1[nH]nc(-c2cc(-c3ccsc3)n[nH]2)n1-c1ccccc1	.	-9	-14	-1.1	3	-2	-3	1	3
COc1ccc(C(C(=O)NCc2ccccc2)N(Cc2ccc3c(c2)OCO3)C(=O)c2cnccn2)cc1 (stereo not given)	1	-11	10	-2.2	7	0	-3	-5	-7
CC(C)(C)C(=O)Nc1ccc(C(=O)Nc2cccnc2)cc1	1	0	-7	0.9	6	-1	0	-11	-3
Cc1cc(C)nc(NC(=O)/C=C/c2ccc(Cl)cc2Cl)c1	4	-12	-2	1.0	0	2	-11	23	2
COc1cccc(NC(=S)/C(=C(\[O-])c2cc(C)n(-c3ccccc3F)c2C)[n+]2ccc(N(C)C)cc2)c1	2	4	-12	1.9	23	13	-9	-15	4
O=[N+]([O-])c1ccccc1-c1cc(-c2ccccc2O)n[nH]1	-4	-1	15	0.4	2	-1	-9	8	1
COc1cc(OC)cc(C(=O)NC(=S)NCc2ccco2)c1	4	-15	-14	-0.7	5	1	-6	12	16
CC(=O)NNC(=O)CCn1c2c(c3ccccc31)CCCC2	.	18	20	-2.1	-2	-4	-2	14	-5
O=C(c1cccc(S(=O)(=O)N2CCOCC2)c1)N1CCN(Cc2ccc3c(c2)OCO3)CC1	-2	-1	-1	0.1	8	3	-3	7	-14
C=C1SC(=Nc2c(C)cccc2Cl)N(C(=O)c2sc3ccccc3c2Cl)C12CCCCC2	.	0	0	1.1	-3	2	-6	9	-2
O=C(O/N=C\c1ccc(N2CCCCC2)c([N+](=O)[O-])c1)c1cccc(C(F)(F)F)c1	-2	17	10	-0.3	2	-2	-8	24	-9
Cc1csc(NC(=O)c2ccccc2[N+](=O)[O-])n1	0	-8	-7	-1.6	5	2	9	18	0
Clc1ccc(-c2n[nH]c3c2CCC3)c(Cl)c1	-5	16	-8	0.4	4	-7	-16	-29	-3
O=C(Nc1ccc2c(c1)OCO2)c1cnn2c(C(F)(F)F)cc(-c3ccco3)nc12	3	-14	-15	0.4	-1	-2	-11	-45	-20
N#C/C(=C(/O)c1ccc([N+](=O)[O-])s1)c1nc2ccccc2[nH]1	.	48*	27	0.3	-3	1	-14	11	3
CCOC(=O)/C=c1\s/c(=C\c2sccc2C)c(=O)n1CC(=O)NCc1ccc(C)cc1	1	-5	10	-0.7	3	-4	-48	99*	-3
CC(C)OCCCN(CC(O)c1ccccc1)CC(O)c1ccccc1 (stereo not given)	18	-7	-9	-3.9	8	1	3	-27	-4

Given with values under each structure: entries from further up.
Each structure is followed by: NPY-Y1 antag	NPY1 pot ag	NPY-Y2 PAM-ag	S1P4 ag	BaF3 parental	Ba/F3 V617F tox	NCF1 inh	CHOP inhibitor	S1P4 antag
- CCOC(=O)/C=c1\s/c(=C\c2sccc2C)c(=O)n1CC(=O)NCc1ccc(C)cc1
→ 1	-5	10	-0.7	3	-4	-48	99*	-3
- CC(C)OCCCN(CC(O)c1ccccc1)CC(O)c1ccccc1 (stereo not given)
→ 18	-7	-9	-3.9	8	1	3	-27	-4

The results go on.
SMILES	NPY-Y1 antag	NPY1 pot ag	NPY-Y2 PAM-ag	S1P4 ag	BaF3 parental	Ba/F3 V617F tox	NCF1 inh	CHOP inhibitor	S1P4 antag
CCCCCSc1nnc2c(n1)OC(c1cccn1C)N(C(C)=O)c1ccccc1-2 (stereo not given)	1	-11	-5	-0.7	-2	1	-6	10	-3
O=C(COc1ncnc2ccccc12)Nc1ccc(Cl)c([N+](=O)[O-])c1	4	3	-7	0.6	0	-1	7	31	-21
CC(OC(=O)c1cccs1)C(=O)NCc1ccccc1 (stereo not given)	0	32	2	1.7	0	-2	-7	-20	-16
CCSc1nnc(NC(=O)/C=C/c2ccc3c(c2)OCO3)s1	6	-10	-17	-0.5	6	4	-136	-24	-14
CCOC(=O)c1cc(C)n(Cc2ccccc2)c1C	9	-7	11	1.8	4	0	10	28	-3
COC(=O)N/N=C/c1cc(C)n(-c2ccccc2)c1C	-3	-14	3	1.8	4	5	-22	-13	-12
COc1ccc(Cc2n[nH]c(=S)n2N)cc1OC	7	-6	-8	0.4	8	3	-2	2	-15
O=C(NCCc1ccncc1)Nc1ccccc1Cl	1	-17	-2	-3.2	8	2	-5	20	-2
CCC(=O)NC(Nc1nc(C)cs1)(C(=O)OC)C(F)(F)F (stereo not given)	1	-9	-11	-0.9	4	-2	-17	-4	9
O=S(=O)(NCc1ccccn1)c1cccc2nsnc12	5	-11	-9	-1.4	5	0	-8	15	8
CC/C(O)=C1\C(=O)CC(c2ccccc2)CC1=NCCC(=O)O (stereo not given)	1	-14	7	-0.1	10	2	-5	-3	-4
O=C(CSc1nnc(CNC(=O)c2ccccc2F)o1)NCC1CCCO1 (stereo not given)	6	2	1	1.3	4	1	-7	22	-10
CCOc1ccc2nc(NC(=O)CSc3nc4c(c(=O)n(C)c(=O)n4C)n3C(C)C)sc2c1	1	2	12	1.6	6	-2	-12	105*	-1
Fc1ccc(Nc2nnns2)cc1	.	11	-6	1.1	0	-1	1	4	-9
COc1ccccc1-c1cn(S(=O)(=O)c2ccc(C)cc2)nc1N	1	-3	2	-0.1	3	-2	-12	61	5
Cc1n[nH]c(=S)c2nn(-c3ccccc3)c(C)c12	6	-13	-12	0.7	0	-3	-12	0	-5
N#Cc1cc2c(ccc3ccccc32)oc1=O	-1	13	3	-1.4	3	0	-38	52	-8
O=C(/C=C/c1ccc(OCCCF)cc1)NCc1cccc(Cl)c1	-4	18	8	0.5	6	-2	-4	21	-12
Cc1ccccc1C(=O)N/N=C/c1ccsc1C	2	-5	10	1.6	0	-3	-3	-38	-10
COc1ccc(C2/C(=C(/O)c3ccc4c(c3)CC(C)O4)C(=O)C(=O)N2CCN2CCOCC2)cc1 (stereo not given)	1	-11	-8	-0.4	6	1	-17	-10	-5
CC(=O)c1cccc(NC(=O)N2CCCC2C(=O)NCc2ccc(C)cc2)c1 (stereo not given)	0	-10	9	1.2	8	5	-11	3	-16
Cc1cc(S(=O)(=O)NCC(c2ccccc2)c2ccccc2)ccc1-n1cnnn1	-2	7	-3	-0.1	4	0	-7	70*	-6
CCn1c(N2CCN(S(=O)(=O)c3ccccc3C(F)(F)F)CC2)nc2ccccc21	-6	-3	0	-1.4	4	-1	-5	48	-10

Source: PubChem
